High-throughput results deposited in PubChem by The Scripps Research Institute Molecular Screening Center.
TEAD-YAP block: TEAD-YAP interaction inhibition. 640,000 tested, 1.4% active. AID 1259422. HEK-TIYL cells, TEAD-Gal4/YAP UAS-luciferase luminescence. inhibition, % at 9.12 µM; in the data active = inhibition above about 32%;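 note: 0% = median of test compound wells and 100% = reference inhibitor wells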
MITF primary: blocks human microphthalmia-associated transcription factor; O75030; AlphaScreen MITF homodimerization, bead proximity signal; inhibition, % at 2.6 µM; 650,000 tested, 0.91% active; in the data active = inhibition above about 50%;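 note: 0% = vehicle wells with protein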
FBW7 activator: activators of human E3 ligase FBW7; AID 1259310; normalized activity (activation), % at 26.1 µM; AlphaScreen FBW7–phospho-cyclin E peptide binding, activator screen; 650,000 tested, 0.13% active; in the data active = normalized activity above about 1.9%;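 note: purified mutant Fbw7 with reduced substrate affinity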
Target sequence (Q969H0 whole entry, looked up): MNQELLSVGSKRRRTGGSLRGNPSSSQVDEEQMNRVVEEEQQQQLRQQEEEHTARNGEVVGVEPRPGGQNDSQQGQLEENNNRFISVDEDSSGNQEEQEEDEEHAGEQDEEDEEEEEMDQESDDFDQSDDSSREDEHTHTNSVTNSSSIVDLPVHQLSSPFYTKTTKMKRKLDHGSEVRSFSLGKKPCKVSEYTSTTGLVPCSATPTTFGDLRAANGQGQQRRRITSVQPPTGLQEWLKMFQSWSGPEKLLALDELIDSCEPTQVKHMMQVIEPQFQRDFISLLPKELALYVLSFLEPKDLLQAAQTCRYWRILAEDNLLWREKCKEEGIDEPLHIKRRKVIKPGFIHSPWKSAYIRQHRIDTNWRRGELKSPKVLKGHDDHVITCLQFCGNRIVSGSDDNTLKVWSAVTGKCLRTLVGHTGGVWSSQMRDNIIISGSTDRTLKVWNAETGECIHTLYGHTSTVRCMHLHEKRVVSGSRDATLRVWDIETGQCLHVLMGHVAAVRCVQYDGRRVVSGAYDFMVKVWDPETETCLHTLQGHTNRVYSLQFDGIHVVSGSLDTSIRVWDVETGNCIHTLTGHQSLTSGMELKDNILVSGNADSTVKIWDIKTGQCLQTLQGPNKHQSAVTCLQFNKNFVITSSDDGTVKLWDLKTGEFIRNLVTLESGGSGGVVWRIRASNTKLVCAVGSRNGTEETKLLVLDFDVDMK
GPR151 ag: human GPR151 activation; activation, % at 11.2 µM; 650,000 tested, 1% active; AID 1508602; PathHunter beta-arrestin GPR151 cells, luminescence; in the data active = activation above about 4.9%;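 note: 0% = median of compound wells and 100% = cells with positive control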
The depositor's hits bear a star; · = no result given; & = joins results of further samples. Compounds were not picked by outcome; overall some 3.4% were active at least once.

structure	TEAD-YAP block	MITF primary	FBW7 activator	GPR151 ag
COCCOC(=O)N1CCC(C(=O)NC(c2ccccc2)c2ncccc2C)CC1 (stereo not drawn)	9	-8	0.2	-0.6
CCOP(=O)(OCC)C(NC(=O)Nc1ccc(Cl)c(Cl)c1)C(F)(F)F (stereo not drawn)	6	-13	0.0	-1.4
COc1ccc(Cl)cc1C1=N/C(=C/c2ccco2)C(=O)O1	14	26	0.1	0.5
CCOC(=O)C1CCN(C(=S)Nc2ccc(F)c(Cl)c2)CC1	2	5	0.1	0.4
Cc1ccc(-n2c(C)cc(/C=C3/SC(=O)N(C)C3=O)c2C)cc1	14	14	0.4	-1.0
O=C1CCCC(O)=C1C=Nc1ccc(C(=O)NC2CCCCC2)cc1	0	10	0.2	-0.7
Cc1ccc(C(=O)n2sc(=O)c3ccccc32)cc1	-7	12	-0.1	-9.9
CC(=O)c1cccc(NC(=O)Cn2nc([N+](=O)[O-])c(Br)c2C)c1	-7	3	0.0	-1.3
CC1=C(C(=O)OC2CCCCCCC2)C(c2ccc(F)cc2)NC(=O)N1 (stereo not drawn)	3	8	0.1	0.2
COc1ccccc1C1C(C(=O)Nc2ccc(Br)cn2)=C(C)NC2=C1C(=O)CCC2 (stereo not drawn)	-10	-14	-0.1	-0.2
Cc1ccc(S(=O)(=O)c2nnn(CC(=O)Nc3ccc(Cl)cc3)c2N)cc1C	4	-1	-0.1	1.2
O=C1c2ccc(-c3ccccc3)cc2C(=O)N1CNc1ccccc1	-4	6	0.1	0.4
C=CCn1c(N)cc(=O)nc1SCC(=O)OC1CC(C)CCC1C(C)C (stereo not drawn)	-4	6	-0.1	-0.5
COc1cc(Nc2ncnc3sc(C)cc23)cc(OC)c1OC	-19	-3	0.0	-0.7
c1ccc(Oc2ccc(Nc3nc(-c4csc5ccccc45)nc4c3ncn4-c3ccsc3)cc2)cc1	-5	5	0.1	-0.9
COC(=O)c1c(NC(=O)CCCOc2ccc(C(C)(C)C)cc2)sc2c1C(C(=O)OC)CC2 (stereo not drawn)	2	-1	0.0	0.7
COc1ccc(NC(=O)Cn2cnc3ccccc3c2=O)c(OC)c1	0	13	0.1	0.2
CSc1c(CC(=O)O)n(Cc2ccccc2)c2ccccc12	15	13	0.0	0.5
CC(=O)Nc1ccc(Nc2nc(N3CCCC3CO)nc3c2ncn3C(C)C)cc1 (stereo not drawn)	28	4	-0.3	-1.8
COc1ccc(-c2ccc(=O)n(C[C@H](C)NC(=O)c3cc(C)no3)n2)cc1	9	1	0.0	0.2
S=c1nc(NC2CC2)c2ccccc2[nH]1	7	5	-0.1	0.3
O=S(=O)(c1cccs1)N1CCc2ccccc2C1	-7	7	-0.1	2.1
Cc1cccc(NC2SC(=O)N(c3ccc(F)cc3)C2=O)c1 (stereo not drawn)	-27	16	0.0	5.6*
CNc1c(NS(=O)(=O)c2ccc(OC)cc2)c(=O)oc2ccccc12	2	5	0.2	0.3

Only FBW7 activator, TEAD-YAP block and GPR151 ag, for 2 of the compounds above:
SMILES | FBW7 activator | TEAD-YAP block | GPR151 ag
S=c1nc(NC2CC2)c2ccccc2[nH]1 | -0.1 | 7 | 0.3
COc1cc(Nc2ncnc3sc(C)cc23)cc(OC)c1OC | 0.0 | -19 | -0.7

Other compounds follow.
structure	TEAD-YAP block	MITF primary	FBW7 activator	GPR151 ag
OC(COCc1ccccc1)CN1CCc2ccccc2C1 (stereo not drawn)	13	2	0.1	1.4
Cc1ccc(CN(C)Cc2c(C(=O)N3CCOCC3)nc3c(C)cccn23)o1	-7	-3	-0.2	0.3
COc1ccc(C(CC(=O)O)NC(=O)Cc2ccccc2)cc1 (stereo not drawn)	12	9	-0.1	-0.8
COC(=O)c1sccc1NS(=O)(=O)c1cc(Cl)ccc1Cl	-2	11	0.1	-0.8
COC(=O)c1cccc(C(=O)Nc2ccc([N+](=O)[O-])cc2OC)n1	-2	1	-0.1	-1.5
CCc1cc2c3c(c(=O)oc2cc1OC(C)C(=O)OC)CCCC3 (stereo not drawn)	6	19	-0.2	-0.2
O=C(NC1CC1)[C@H]1C=CCN1S(=O)(=O)c1ccc(F)cc1	-2	4	0.5	-0.8
Cc1cc(NC(=O)c2sc3ccccc3c2Cl)no1	-19	6	0.1	1.5
CCOc1ncccc1C(=O)OCC(=O)Nc1ccc(Cl)cn1	-2	1	-0.1	0.3
Nc1cc(=O)[nH]c(SCC(=O)N2c3ccccc3Sc3ccccc32)n1	2	9	0.3	-0.5
CC(C)=NNC(=O)C1COc2ccccc2O1 (stereo not drawn)	28	12	0.4	-1.1
Cc1ccc(NC(=O)c2cccc(I)c2)cc1[N+](=O)[O-]	-24	-15	0.0	4.9*

Entries of single compounds, quoted from the list:
Nc1cc(=O)[nH]c(SCC(=O)N2c3ccccc3Sc3ccccc32)n1 is listed with TEAD-YAP block: 2; MITF primary: 9; FBW7 activator: 0.3; GPR151 ag: -0.5
OC(COCc1ccccc1)CN1CCc2ccccc2C1 (stereo not drawn) is listed with TEAD-YAP block: 13; MITF primary: 2; FBW7 activator: 0.1; GPR151 ag: 1.4

Additional structures:
structure	TEAD-YAP block	MITF primary	FBW7 activator	GPR151 ag
COc1ccc(NC(=S)N2CCC(N(C)C(C)C)CC2)cc1	-9	-3	0.0	5.9*
O=C(N/C(=C\c1cccnc1)C(=O)N1CCOCC1)c1ccco1	2	1	0.0	0.6
CC1CCCC(NC(=O)CCNS(=O)(=O)c2ccc3c(c2)oc(=O)n3C)C1C (stereo not drawn)	-3	-5	-0.1	0.1
O=C(NCCO)C(O)(c1ccc(F)cc1)c1ccc(F)cc1	7	8	-0.1	2.4
CC(C)c1ccc(C2C(C(=O)c3cccs3)=C(O)C(=O)N2CCN(C)C)cc1 (stereo not drawn)	-5	6	-0.2	-0.1
Cc1ccc(C(=O)C2C(=O)C=C(c3ccc(C)cc3)OC2=O)cc1 (stereo not drawn)	11	1	0.1	0.2
COc1cc(Nc2cc(-c3ccc(C(=O)N4CCN(C)CC4)cc3)nc(N)n2)cc(OC)c1OC	8	-7	-0.1	2.7
C=C(C)Cn1c(NCCC)nc2c1c(=O)n(C)c(=O)n2C	5	9	0.2	-0.1
C=CC(=O)Nc1nnc(COc2ccccc2)s1	8	25	1.1	-1.1
CC(C)CCCN1CCC(N(C)Cc2nc3ccccc3[nH]2)CCC1=O (stereo not drawn)	-10	-2	-0.1	0.6
Cc1ccc2nc(Nc3ccc(F)cc3C)c3nncn3c2c1	6	18	0.4	2.3
CCOC(=O)C1=C(C)NC(=S)NC1c1cn(-c2ccccc2)nc1-c1ccc(OC)cc1 (stereo not drawn)	-17	-23	0.0	2.4

An excerpt of these results, with two lines to a compound.
Order of values – TEAD-YAP block	MITF primary	FBW7 activator	GPR151 ag
O=C(N/C(=C\c1cccnc1)C(=O)N1CCOCC1)c1ccco1
 : 2	1	0.0	0.6
CC1CCCC(NC(=O)CCNS(=O)(=O)c2ccc3c(c2)oc(=O)n3C)C1C (stereo not drawn)
 : -3	-5	-0.1	0.1
O=C(NCCO)C(O)(c1ccc(F)cc1)c1ccc(F)cc1
 : 7	8	-0.1	2.4

Continuation:
structure	TEAD-YAP block	MITF primary	FBW7 activator	GPR151 ag
COc1ccc(NC(=O)C2C3NC(=S)N(c4ccc(C)cc4)C2(C)Oc2ccc(Br)cc23)cc1 (stereo not drawn)	-2	19	-0.1	1.8
COc1ccc(OC)c(NC2OC(=O)c3c2ccc(OC)c3OC)c1 (stereo not drawn)	3	6	-0.2	1.1
CC(C)n1c(-c2cccs2)nc2c(Nc3ccccc3)ncnc21	-16	-2	0.2	-1.2
Cc1ccsc1CNCc1cccnc1	0	0	0.1	-0.3
CCOC(=O)c1c(C)c(/C=N/Nc2ccccc2)n(C)c1C	-5	16	-0.1	-1.9
COC(=O)c1c(C)nn(-c2ccccc2)c1N	1	-1	-0.2	-0.8
COc1ccc(C2=NC(C)(C)N(CC(=O)Nc3ccc(OC)c(OC)c3)C2=O)cc1	0	2	0.0	-0.4
Cc1ccc(C2CC(C(F)(F)F)n3ncc(C(=O)Nc4cc(Sc5ccc(Br)cc5)cc([N+](=O)[O-])c4)c3N2)cc1 (stereo not drawn)	-5	4	-0.2	1.6
Cc1ccccc1N1C(=O)c2cc(S(N)(=O)=O)c(Cl)cc2NC1C (stereo not drawn)	5	-1&1	0.2&-0.1	-1.3&1.2
CN(Cc1n[nH]c(=O)[nH]1)Cc1cn(Cc2ccccc2)nc1-c1ccc2c(c1)OCO2	-10	-16	0.0	0.5
Cc1csc(C(C#N)C(=O)COc2ccc(Cl)cc2Cl)n1 (stereo not drawn)	-18	15	-0.1	1.8
CC1=C/C(=N\S(=O)(=O)c2ccc(C)cc2)C=CC1=O	2	71*	0.1	0.8
COc1cccc(C(=O)Nc2cc(-c3nc4ncccc4o3)ccc2C)c1	-3	4	0.2	-0.4
Cc1cc(-c2[nH]nc3c2C(c2ccccc2[N+](=O)[O-])C(C#N)=C(N)O3)c(C)s1 (stereo not drawn)	3	19	-0.6	0.3
COc1cc(Nc2ncnc3c2nc(-c2c(C)nn(C)c2C)n3C(C)C)cc(OC)c1OC	2	-9	0.1	0.7
CC1CCCCC1Nc1cnn(C23CC4CC(CC(CC(=O)O)(C4)C2)C3)c(=O)c1Cl (stereo not drawn)	9	9	0.0	0.1
CCOC(=O)/C(C#N)=C/Nc1ccccc1C(=O)OC	2	10	0.1	2.7
O=C(COc1ccc2ccccc2c1)NCCn1ccc2ccccc21	-6	10	0.1	-0.3
N#CC1=C(N)OC2=C(C(=O)CC(c3ccccc3)C2)C1c1ccccc1Br (stereo not drawn)	14	13	0.0	-0.3
CC(=C1C(=O)c2ccccc2C1=O)N1CCN(c2ccc([N+](=O)[O-])cc2)CC1	5	-3	-0.1	0.8
Cc1nccn1S(=O)(=O)c1ccc(Br)cc1Br	4	5	0.6	0.2
O=C(NCc1ccccc1)c1ccc(OCc2ccccc2)cc1	5	-5	0.1	-1.2
CC(C)CCN1CCN(Cc2cc3ccccc3o2)CC1CCO (stereo not drawn)	0	0	-0.1	0.8
COc1ccc(-c2[nH]nc3c2C(c2ccncc2)C(C#N)=C(N)O3)cc1 (stereo not drawn)	3	9	-0.3	0.7
CCOC(=O)c1cc2c(=O)n(C)c(=O)n(C)c2nc1C	1	-1	-0.2	-0.2
CC(C)OCCCN1C(=O)CCC1CCNCc1cccc(C(F)(F)F)c1 (stereo not drawn)	3	-8	0.0	3.1
Cc1ccc(C)c(N(CC(=O)Nc2ccc(Br)c(Cl)c2)S(C)(=O)=O)c1	-10	4	0.7	1.1
O=C(Cn1ncc2ccccc2c1=O)Nc1cccc([N+](=O)[O-])c1	-1	17	0.0	-0.1
O=C(CC1(O)C(=O)N(Cc2ccccc2)c2ccccc21)c1ccccc1O (stereo not drawn)	0	15	0.7	-0.1
Nc1nnc(-c2cn(-c3ccccc3)nc2-c2ccccc2)o1	-2	10	0.0	1.5
O=C(CC1Sc2ccc(C(F)(F)F)cc2NC1=O)Nc1ccc(C(F)(F)F)cc1 (stereo not drawn)	0	-4	-0.1	-1.2
Cn1c(N2CCCCC2)cc(=O)n(C)c1=O	-1	4	-0.2	-0.5
Cc1ccc(-n2nc3c(c2NC(=O)c2cccc(F)c2)CS(=O)C3)cc1 (stereo not drawn)	-2	13	1.1	1.5
CSc1nc(NC(C)(C)C)nc(N2CCOCC2)n1	-3	-1	-0.5	0.2
O=C(CSc1n[nH]c(-c2ccccc2)n1)Nc1ccccc1[N+](=O)[O-]	-9	-3	-0.3	0.0
O=C(CN1CCN(Cc2nc(-c3cccs3)cs2)CC1)Nc1ccccc1	3	8	-0.2	0.9
C=CCSc1nnc2c(n1)OC(/C=C/c1cccs1)N(C(C)=O)c1ccccc1-2 (stereo not drawn)	-5	2	0.0	0.3
CC(=O)Nc1ccc(S(=O)(=O)N2CCc3nc(COc4ccccc4)c4c(c3C2)CO[C@@H](C)C4)cc1	·	-12	-0.1	1.5
Cc1nc2cc(-c3cccs3)nn2c(NCCN(C)C)c1C	3	17	-0.1	-1.0
CC(C)(Cc1ccc(O)cc1)NC(=O)CC(=O)N/N=C/c1ccc(Cl)cc1	13	-1	0.1	0.4
COc1ccc(-c2ccc(OCCCc3ccccn3)nc2)cc1	-32	1	0.0	1.9
CCSCc1nnc(SCC(=O)Nc2ccc(Cl)cc2C)n1C	8	7	0.0	2.6
O=C(CSc1nc2c(c(=O)n1-c1ccc(Br)cc1)SCC2)Nc1ccccc1	3	14	-0.1	-0.5
COC(CNC(=O)c1cc(S(=O)(=O)N2CC(C)CC(C)C2)ccc1Sc1ccc(Br)cc1)OC (stereo not drawn)	-4	8	0.0	1.1
CCOc1cc(C2Oc3nc(SC)nnc3-c3ccccc3N2C(=O)CC)ccc1OC(=O)CC (stereo not drawn)	-5	1	0.0	-0.8
c1c(C2CCCCC2)n[nH]c1CN1CCCCC1	-10	-12	0.0	-0.8
O=C(Nc1c(F)cc(F)cc1Br)C1CCCO1 (stereo not drawn)	5	10	0.1	-0.5
CCC(=O)N1c2ccccc2NC2=C(C(=O)CCC2)C1c1cccnc1 (stereo not drawn)	-42	-5	0.6	0.8
Cc1ccc(C(=O)CSc2n[nH]c(-c3ccncc3)n2)c(C)c1	3	5	-0.1	0.7
COC(=O)c1ccc(NC(=O)c2ccc(I)o2)cc1	-32	0	1.1	-3.4
